PKM2 act = qHTS Assay for Activators of Human Muscle isoform 2 Pyruvate Kinase | Pyruvate kinase PKM (Homo sapiens), P14618 | purified PKM2, Kinase-Glo ATP luminescence, activation; response scale: 0% is enzyme alone, no compound | Potency, µM (series often up to 57.5 µM), for inactives: top-dose activation, hits mostly activators | 260,000 compounds, 0.34% hits | AID 1631, 2009; further: potency means the concentration at half of the fitted maximal effect; on the % scale 0 is the no-effect control and ±100 the full control effect; nearly all actives have a fitted effect of over 55% in size
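Purified hPK-M2 (>95%) run at intermediate activity with 0.1 mM ADP and 0.5 mM PEP in 50 mM imidazole pH 7.2, KCl, MgCl2; 1 h room temperature. ATP formed read by Kinase-Glo luminescence; normalized to uninhibited and no-enzyme controls.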
Giardia kill = Small Molecules that selectively kill Giardia lamblia: qHTS; Giardia lamblia trophozoite viability; activity change, % at 7.66 µM, hits read low; 340,000 compounds, 0.15% hits; in the data active means activity change below about -80%; inconclusive means between about -30% and that limit;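 further: parasites exposed to compound for two days anaerobically before the ATP read; on the % scale 0 is the no-effect control and ±100 the full control effect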
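Killing of trophozoites was scored by loss of ATP luminescence after a 48 hrs anaerobic exposure to compounds at 37 deg C, using 100 cells per well.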
Integrin act MD = qHTS for Activators of Integrin-Mediated Alleviation for Muscular Dystrophy; alpha7betagal myoblasts, beta-gal FDG fluorescence, 48 h; Potency, µM (series often up to 38.3 µM), for inactives: at the top dose activation, usual class: activators; 350,000 compounds, 0.064% hits; AID 624291, 2012;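 further: potency means the concentration at half of the fitted maximal effect; 100% = response of the positive control SU9516; nearly all actives have a fitted effect of over 60% in size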
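Alpha7betagal+/- myoblasts (passage 13) were plated 16-24 hr, then exposed to compounds (1:260 dilution of DMSO stock) for 48 hours at 37C. After MPER lysis, β-galactosidase reporter activity was read as FDG fluorescence (ex 480/em 540) after 30 minutes.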
Menin-MLL TR inh = qHTS Assay for Inhibitors Targeting the Menin-MLL Interaction in MLL Related Leukemias: Competition With Texas Red Labeled MLL-derived Mutant Peptide; 270,000 compounds, 0.23% hits; Menin + Texas Red MLL mutant peptide, fluorescence polarization; O00255; Potency, µM (titrated, usually from 61.6 µM), for inactives: at the top dose FP activity change, negative = inhibition, actives largely listed as inhibitors; AID 1768, 2009; active means well fitted inhibition curve with a large enough effect in the polarisation, with a control signal flat, not every such curve was filed as active; inconclusive means small, poorly fitted or top-dose-only effect, or effect the other way, or a change in a side signal; inactive means no such curve, though single readings can be large or run the other way; the % refers to the polarisation; further: potency means the concentration at half of the fitted maximal effect; % of control where 0% means no effect; many of its hits are not listed in these tables
B2AR arrestin = qHTS assay of beta-arrestin-biased ligands of beta2-adrenergic receptor; beta-arrestin recruitment to beta2AR, cell-based reporter; Potency, µM (titrated, usually from 46.1 µM), inactives show at the highest dose activation, most hits filed as activators; 330,000 compounds, 0.02% hits; AID 492947, 2010;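 further: potency means the concentration at half of the fitted maximal effect; 0% = DMSO controls and full agonism = EC100 isoproterenol or metaproterenol; nearly all actives have a fitted effect of over 65% in size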
Chronic BCR inh = qHTS Assay to Find Inhibitors of Chronic Active B-Cell Receptor Signaling; ABC-DLBCL IkBa-CBG/CBR reporter, luminescence ratio, 4 h; Potency, µM (top dose mostly 46.1 µM), for inactives: at the top dose ratio change, negative = lower green/red ratio, most hits filed as inhibitors; 340,000 compounds, 0.05% hits; active means well fitted inhibition curve with a large enough effect in the signal ratio, with a control signal flat, not every such curve was filed as active; inconclusive means small, poorly fitted or top-dose-only effect, or effect the other way, or a change in a side signal; the % refers to the signal ratio;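 further: potency means the concentration at half of the fitted maximal effect; plate controls were basal doxycycline-induced cells for no effect and cells given 10 µM MG132 for full effect; MG132 reads +100%, hits lower the ratio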
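Doxycycline induced both beetle luciferases in TMD8 lymphoma cells; IKK-driven degradation limits the IkappaBalpha-fused green signal, while red luminescence normalises for cell number and nonspecific effects. Compounds tested up to 46 uM, 4 hrs.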
Tb PFK inh = qHTS Assay to Find Inhibitors of T. brucei phosphofructokinase; 330,000 compounds, 0.17% hits; Potency, µM (top dose mostly 57.5 µM), for inactives: top-dose activity, negative = inhibition, hits mostly inhibitors; ATP-dependent 6-phosphofructokinase (Trypanosoma brucei brucei), O15648; T. brucei PFK, ADP-Glo luminescence;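 further: potency means the concentration at half of the fitted maximal effect; 0% = uninhibited 1x PFK enzyme wells and -100% = no-enzyme wells; nearly all actives have a fitted effect of over 60% in size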
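ADP-Glo luminescence quantified ADP after 45 min at room temperature, with 1.25 nM T. brucei PFK, 0.1 mM ATP and 0.5 mM fructose-6-phosphate in pH 8.0 TEA buffer. qHTS titrations up to 57 µM; curves classified by quality.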
Coupling enz = qHTS Assay for Inhibitors of Fructose-1,6-bisphosphate Aldolase from Giardia Lamblia: Coupling assay counterscreen; 290,000 compounds, 0.67% hits; AID 2472, 2010; activity change, negative = inhibition, % at 58.2 µM, hits read low; coupling enzyme system counterscreen, AmpLite Red fluorescence; in the data active means activity change below about -30%; further: on the % scale 0 is the no-effect control and ±100 the full control effect
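Counterscreen of the coupled detection system alone, without aldolase: glyceraldehyde-3-phosphate coupling enzymes plus AmpLite Red readout. Compounds at 57.5 uM final, 10 min RT preincubation, 20 min RT reaction, fluorescence 525/598 nm.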
TSG101-PTAP inh = qHTS Assay for Iinhibitors of HIV-1 Budding by Blocking the Interaction of PTAP/TSG101 | Tumor susceptibility gene 101 protein (Homo sapiens), Q99816 | Fluorescence polarization, FITC-PTAP peptide / Tsg101 binding | Potency, µM (titrated, usually from 115 µM), for the others: at the highest dose activity change, negative = inhibition, usual class: inhibitors | 340,000 tested, under 10 active; active means well fitted inhibition curve with a large enough effect in the main read-out, with a control signal flat, not every such curve was filed as active; inconclusive means small, poorly fitted or top-dose-only effect, or effect the other way, or a change in a side signal; inactive means no such curve, though single readings can be large or run the other way; further: potency means the concentration at half of the fitted maximal effect; % of control where 0% means no effect
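Steps: Tsg101 binding domain dispensed (10 uM final), compounds pinned in DMSO, FITC-labeled PTAP-motif peptide added (50 nM final); after 20 min binding at room temperature, polarization measured.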
S-ASM inh = Inhibitors of Secretory Acid Sphingomyelinase (S-ASM): qHTS; Potency, µM (series often up to 57.5 µM), for the others: top-dose activity change, negative = inhibition, actives largely listed as inhibitors; AID 504937, 2011; placental ASM, HMU-PC fluorogenic substrate, 60 min; 340,000 compounds, 0.006% hits; further: potency means the concentration at half of the fitted maximal effect
Target sequence (P17405 47-631 limits assumed): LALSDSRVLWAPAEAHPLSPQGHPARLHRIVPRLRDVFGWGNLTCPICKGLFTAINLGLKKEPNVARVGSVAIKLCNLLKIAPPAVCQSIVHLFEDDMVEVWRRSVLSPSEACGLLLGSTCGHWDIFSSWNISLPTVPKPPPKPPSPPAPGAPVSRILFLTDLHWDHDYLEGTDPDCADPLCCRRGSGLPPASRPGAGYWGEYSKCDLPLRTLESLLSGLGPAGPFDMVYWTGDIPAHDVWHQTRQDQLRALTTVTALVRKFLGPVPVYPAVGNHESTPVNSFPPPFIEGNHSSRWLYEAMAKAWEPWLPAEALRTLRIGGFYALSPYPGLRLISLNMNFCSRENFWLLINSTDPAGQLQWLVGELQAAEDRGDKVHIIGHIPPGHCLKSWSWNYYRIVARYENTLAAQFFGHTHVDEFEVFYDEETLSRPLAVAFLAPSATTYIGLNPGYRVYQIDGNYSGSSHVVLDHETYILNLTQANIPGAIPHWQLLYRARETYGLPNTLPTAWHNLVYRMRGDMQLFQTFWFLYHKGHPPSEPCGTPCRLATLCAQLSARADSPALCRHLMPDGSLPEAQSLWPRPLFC
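Human placenta-derived ASM enzyme was preincubated with compound for 10 minutes at room temperature, then given fluorogenic substrate HMU-PC0 (9 uM final) for 60 minutes at 37 °C; a pH 10 stop preceded fluorescence reading at Ex 386/Em 447 nm.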
GALK inh = qHTS Assay for Inhibitors of Human Galactokinase (GALK); Potency, µM (top dose mostly 57.5 µM), for inactives: at the highest dose activity change, negative = inhibition, hits mostly inhibitors; 270,000 compounds, 0.007% hits; Purified GALK, Kinase-Glo residual ATP luminescence; further: potency means the concentration at half of the fitted maximal effect; on the % scale 0 is the no-effect control and ±100 the full control effect
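Galactose (100 uM) and ATP (35 uM) were turned over by 5 nM GALK for 1 h at RT. Kinase-Glo Plus then converted the remaining ATP into a luminescent signal.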
* = called active by the depositor; ? = inconclusive; . = no result given. Unless noted, the call rests on the fitted dose curve; in most records, active means well fitted curve in the direction sought with a large enough effect; inconclusive means small, poorly fitted or top-dose-only effect, or another doubt; inactive means no such curve, though single readings can be large; an effect the other way counts as inactive or inconclusive.

[1] COc1ccc(CSCCc2n[nH]c(=S)n2-c2ccccc2)cc1
[2] COC(=O)c1ccc(/C=N/NC(=O)CCSc2nc3ccccc3s2)cc1
[3] O=c1c(C=Nc2cccc(C(F)(F)F)c2)c[nH]n1-c1cccc(Cl)n1
[4] O=C(COC(=O)c1cc(=O)[nH]c2ccccc12)NC1CCCCCCC1
[5] O=C(CSc1ncnc2c1oc1ccccc12)NC1CCCC1
[6] O=c1[nH]c(CSc2ncnc3sc(-c4ccccc4)cc23)nc2ccccc12
[7] CCOc1ccc(-c2cccc(NC(=O)c3ccco3)c2)nn1
[8] Cn1c(C(=O)N2CCC(C(N)=O)CC2)cc2c(=O)n(C)c3ccccc3c21
compound no.	1	2	3	4	5	6	7	8
PKM2 act	15%	1%	-1%	1%	1%	-8%	.	0%
Giardia kill	-14	.	6	5	-10	6	3	-15
Integrin act MD	-34%	.	8%	-4%	-13%	16%	4%	18%
Menin-MLL TR inh	-11%	13%	17%	-18%	?	.	.	5%
B2AR arrestin	-0.4%	-0.3%	-1.0%	-0.8%	-0.9%	0.0%	0.2%	0.3%
Chronic BCR inh	-3%	-10%	1%	?	2%	1%	2%	?
Tb PFK inh	-4%	8%	-8%	0%	-4%	0%	4%	5%
Coupling enz	3	2	1	0	7	-1	.	0
TSG101-PTAP inh	-1%	.	0%	0%	-5%	1%	0%	-4%
S-ASM inh	1%	.	1%	4%	-2%	6%	-2%	2%
GALK inh	-1%	-2%	0%	8%	5%	.	.	2%

In a second layout: six of the compounds above.
#	structure	PKM2 act	Giardia kill	Integrin act MD	Menin-MLL TR inh	B2AR arrestin	Chronic BCR inh	Tb PFK inh	Coupling enz	TSG101-PTAP inh	S-ASM inh	GALK inh
8	Cn1c(C(=O)N2CCC(C(N)=O)CC2)cc2c(=O)n(C)c3ccccc3c21	0%	-15	18%	5%	0.3%	?	5%	0	-4%	2%	2%
3	O=c1c(C=Nc2cccc(C(F)(F)F)c2)c[nH]n1-c1cccc(Cl)n1	-1%	6	8%	17%	-1.0%	1%	-8%	1	0%	1%	0%
4	O=C(COC(=O)c1cc(=O)[nH]c2ccccc12)NC1CCCCCCC1	1%	5	-4%	-18%	-0.8%	?	0%	0	0%	4%	8%
2	COC(=O)c1ccc(/C=N/NC(=O)CCSc2nc3ccccc3s2)cc1	1%	.	.	13%	-0.3%	-10%	8%	2	.	.	-2%
7	CCOc1ccc(-c2cccc(NC(=O)c3ccco3)c2)nn1	.	3	4%	.	0.2%	2%	4%	.	0%	-2%	.
5	O=C(CSc1ncnc2c1oc1ccccc12)NC1CCCC1	1%	-10	-13%	?	-0.9%	2%	-4%	7	-5%	-2%	5%

Other compounds follow.
[9] COc1cc(/C=C2\SC(=S)N(CC(=O)NC(C)(C)C)C2=O)cc(OC)c1OC
[10] Cc1ccccc1NC(=O)NC1(C(=O)N2CCC(C(N)=O)CC2)CCCCC1
[11] O=C(CCS(=O)(=O)c1cccc2nsnc12)N1CC(=O)N(CCc2ccccc2)C(=O)C1
[12] COc1ccc(Oc2cc(C)nc(Cl)n2)nn1
[13] COc1cc2c(cc1O)CCN(C(=O)CSc1nncn1C)[C@@H]2C
[14] CC1CCCC(NC(=O)C2CCN(S(=O)(=O)c3cnc[nH]3)CC2)C1C (centres undefined)
[15] O=C(Nc1cccc(F)c1)N1CCN(C/C=C/c2ccccc2)CC1
[16] Cc1c(C(=O)NCc2ccc3c(c2)OCO3)oc2ccc(S(=O)(=O)N3CCC(C)CC3)cc12
compound no.	9	10	11	12	13	14	15	16
PKM2 act	.	-10%	-2%	.	.	.	1%	5%
Giardia kill	-3	-1	14	-13	2	9	6	7
Integrin act MD	-21%	35%	20%	-1%	.	-11%	-17%	14%
Menin-MLL TR inh	19%	-12%	-19%	2%	.	14%	6%	14%
B2AR arrestin	-0.1%	0.1%	0.1%	-0.1%	-0.2%	-0.1%	0.1%	0.2%
Chronic BCR inh	?	8%	2%	-25%	0%	-4%	9%	-2%
Tb PFK inh	-4%	6%	-2%	-2%	0%	-4%	-3%	2%
Coupling enz	0	2	0	0	.	0	1	-1
TSG101-PTAP inh	-6%	-4%	-6%	0%	0%	0%	-6%	-10%
S-ASM inh	-14%	2%	-1%	-1%	2%	-1%	-1%	-3%
GALK inh	1%	-2%	-2%	6%	.	-2%	1%	-1%

[17] CCOc1cc2[nH]c(=O)n(CCCCC(=O)NC3CCCCCC3)c(=O)c2cc1OCC
[18] O=C(CCC(=O)NNC(=S)Nc1ccccc1)NCc1ccccc1
[19] c1cc2c(cc1-c1[nH]ncc1CN1CC3C[C@@H]4CC1C[C@H](C3)C4)OCO2
[20] Cc1cc(-n2c(SCC(=O)NCCC3=CCCCC3)nc3n[nH]c(C)c3c2=N)ccc1Cl
compound no.	17	18	19	20
PKM2 act	-2%	3%	-6%	.
Giardia kill	-23	-9	13	-13
Integrin act MD	19%	-4%	-8%	?
Menin-MLL TR inh	14%	-26%	-7%	21%
B2AR arrestin	2.5%	.	-0.8%	0.3%
Chronic BCR inh	1%	.	?	3%
Tb PFK inh	2%	.	-7%	0%
Coupling enz	1	-2	-2	2
TSG101-PTAP inh	-3%	0%	-3%	-12%
S-ASM inh	-1%	2%	0%	-2%
GALK inh	0%	8%	4%	-5%

Screens (PubChem BioAssay)

This is a subset; rates above refer to the full screens.
